West Nile virus CPE = West Nile virus antiviral activity, cell-based, CPE readout (AID 1621); West Nile virus-infected cells, CPE inhibition; higher % means a stronger effect; one-dose CPE inhibition, % at 10 µM; IC50 in µM for titrated hits; 0.02% of 290,000 active; in the data active = a potency from the dose series; inconclusive = CPE inhibition mostly from about 3.7% at the one dose, without a potency; inactive = the rest, 99 in 100 with CPE inhibition below about 2.2%; also: strong numbers were not always called active
Insulin prom up = MIN6 insulin promoter up-regulation. MIN6 insulin promoter-GFP reporter, high-content imaging; hits give high values. z-score at 5 µM. 0.3% of 190,000 active;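 active = z-score above 3 at 5 µM with at least 500 cells counted in the well; inconclusive = wells under 500 cells, flagged as cytotoxic or low count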
Autophagy mod = alters autophagy in cells; calls only at 10 µM (by protocol); 0.98% of 190,000 active; MEF GFP-LC3 puncta imaging; test concentration mostly 10 µM;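 active = percentage of spot-positive cells more than 3 SD above its plate mean, without a fluorescence outlier flag or 80% toxicity; inconclusive = no clear call, values can overlap the other calls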;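 also: spot-positive cell cutoff set from DMSO-treated cells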
b-catenin transl = beta-catenin nuclear translocation modulation. HeLa beta-catenin nuclear translocation, immunofluorescence imaging. nuclear translocation activity, % at 5 µM. 0.3% of 190,000 active. AID 1665;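 active = nuclear translocation activity above 50% at 5 µM, with a well cell count of 50 or more; inconclusive = wells under 50 cells across six images, flagged as toxic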;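 also: per-cell ratio of nuclear to cytoplasmic median beta-catenin stain intensity; plate controls were DMSO negative control for no effect and GSK-3 inhibitor IX positive control for full effect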
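Test system: human HeLa cells, native beta-catenin. Compound dosing: 5 µM primary single dose, 0.1% DMSO, 0.02–20 µM confirmation series. Incubation: compound exposure 24 h at 37°C. Detection: beta-catenin immunostaining with DAPI counterstain, 20x imaging, 6 fields/well. Read-out basis: Nuclear/cytoplasmic beta-catenin signal ratio, % activation.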
MT stabilize HCS = microtubule stabilizers in HeLa cells | HeLa tubulin immunostaining HCS, 24 h; share of cells brighter than vehicle mean+2SD | % tubulin-high responders, % at 10 µM | 0.83% of 200,000 active;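 active = plate Z-score above 3 for both tubulin-high and condensed-nucleus cell shares, with cell loss under 80%, at 10 µM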;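 also: anti alpha tubulin signal scored within the nucleus-defined area of each cell; some results filed as inactive read as strong as hits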
WT yeast gro inh = growth inhibition of WT yeast, mitochondrial fusion screen. mitochondrial fusion phenotypic screen, WT strain. inhibition, % at 10 µM. 2.1% of 190,000 active; in the data active = inhibition above about 58%; tested in S. cerevisiae
Myeloid diff MLP = myeloid differentiation induction; ER-HoxA9 myeloid progenitors, lysozyme-GFP differentiation, flow cytometry; 1% of 360,000 active; calls only at 10 µM;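 active = normalized GFP-positive differentiation at or above the plate's own cutoff, the solvent-only control mean plus 3 SD; inconclusive = no clear call, values can overlap the other calls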;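 also: cells exposed to compound for four days before flow analysis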
T cell HTS = T cell immune modulation candidate. 0.068% of 330,000 active. 2C CD8+ T cell-vesicle binding, flow cytometry; hits give low values. calls only at 7 µM;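 active = response, share of CD8 T cells binding vesicles, and their 90th percentile fluorescence all below set limits, cut at about 80% in these data, passing the limit was not always enough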
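material = purified 2C TCR transgenic mouse naive CD8+ T cells | controls = Unloaded micro-vesicles (low), QL9 vesicles with 0.7% DMSO (high) | detection = cytometric PE anti-B7-1 and Alexa647 anti-CD8 signals after 1% paraformaldehyde fixation | incubation = binding step 1.5 h, 37 °C, antibody labelling 20 min, ice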
Hep lipid drop = modulators of hepatic lipid droplet formation | AML12 mouse hepatocytes, oleate lipid droplets, BODIPY imaging | 0.4% of 240,000 active | inhibition, % at 6.5 µM;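 active = lipid droplet intensity inhibited by at least 50%, with more than 500 cells counted; inconclusive = wells with under 300 cells, treated as cytotoxic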
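Material: mouse AML12 hepatocyte cell line, fixed after treatment; Timing: compound with oleate, overnight; Technique: high-content imaging of BODIPY-stained droplets and DAPI nuclei; Probe or stimulus: oleate, 100 µM final; Dosing: compound at 6.5 µM only.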
WT yeast gro inh mutant strain = second read-out of WT yeast gro inh, no call of its own (marks repeat the call); inhibition, %; mitochondrial fusion phenotypic screen, mutant strain inhibition
Insulin prom up cell count = second read-out of Insulin prom up, no call of its own (marks repeat the call); cell count; measured here: cytotoxicity, nuclei count;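 total cells summed across four imaged fields per well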
Hep lipid drop cells 6.5 µM = further read-out of Hep lipid drop, marked with its call; cell count; measured here: cell count, cytotoxicity flag;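 cells counted across two imaged fields per well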
b-catenin transl cell count 5 µM = recorded beside b-catenin transl, whose call it bears; cell count; measured here: cell count, cytotoxicity flag
T cell HTS vesicle-bound % = recorded beside T cell HTS, whose call it bears; double positive events, %; measured here: CD8+ vesicle-bound cell fraction;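 binding gate set so that unloaded-vesicle control wells show 10% double positive cells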
MT stabilize HCS Hoechst-high % = further read-out of MT stabilize HCS, marked with its call; % Hoechst-high responders; measured here: nuclear condensation Hoechst responders;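 share of cells brighter than vehicle mean plus two SD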
MT stabilize HCS cytotoxicity % = second read-out of MT stabilize HCS, no call of its own (marks repeat the call); toxicity, %; measured here: cytotoxicity by cell density;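 0% = mean cell density of plate MIN control wells and 100% = no cells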
Autophagy mod cell loss 18 h = recorded beside Autophagy mod, whose call it bears; toxicity, %; measured here: cell loss, nuclei count;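 cell loss after 18 h compound exposure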
Myeloid diff MLP GFP+ MAC1+ % = recorded beside Myeloid diff MLP, whose call it bears; GFP+ MAC1+ double positive, %; measured here: differentiation confirmed by MAC1 staining
* = called active by the depositor; i = inactive; ? = inconclusive; / = no result given.

SMILES | West Nile virus CPE | Insulin prom up | Insulin prom up cell count | Autophagy mod | Autophagy mod cell loss 18 h | b-catenin transl | b-catenin transl cell count 5 µM | MT stabilize HCS | MT stabilize HCS Hoechst-high % | MT stabilize HCS cytotoxicity % | WT yeast gro inh | WT yeast gro inh mutant strain | Myeloid diff MLP | Myeloid diff MLP GFP+ MAC1+ % | T cell HTS | T cell HTS vesicle-bound % | Hep lipid drop | Hep lipid drop cells 6.5 µM
C/C(N)=C(/C#N)C(=O)CSc1nc2ccccc2c(=O)n1Cc1ccc(C)cc1 | -0.8% | / | / | i | 35 | -1.9 | 499 | 4.2 | 1.1 | 0.3 | -1 | 5 | i | 0.6 | i | 42 | 0 | 728
O=C(Nc1cccc(F)c1)C1CCN(C(=O)c2ccco2)CC1 | 0.2% | / | / | / | / | / | / | / | / | / | / | / | i | 0.6 | i | 21 | 13 | 768
Cc1sc(NC(=O)CSc2ncn(-c3ccccc3)n2)nc1-c1ccccc1 | -0.6% | / | / | i | -3 | -1.3 | 577 | 3.4 | 2.4 | 6.3 | 26 | 6 | i | 0.8 | i | 49 | 9 | 794
CC(=O)N1CCc2cc(N=NC3=C(O)CC(C)(C)CC3=O)ccc21 | -0.7% | -0.47 | 1310 | i | 1 | -1.7 | 1084 | 3.3 | 2.2 | 7.0 | -15 | 13 | i | 0.6 | i | 5 | 0 | 699
COc1cc([N+](=O)[O-])ccc1NC(=O)Nc1cccnc1 | -0.4% | / | / | / | / | / | / | / | / | / | / | / | i | 0.7 | i | 13 | 2 | 866
COc1ccc(OC)c(C2=NOC(C(=O)NCc3ccccn3)C2)c1 (stereo unspecified) | / | -0.76 | 1075 | i | -23 | / | / | 2.5 | 2.7 | 13 | -14 | 15 | i | 6.7 | i | 2 | 9 | 765
CCOc1ccc(Nc2nc3cc(S(=O)(=O)N(CC)CC)ccc3o2)cc1 | -0.6% | -0.29 | 1189 | i | -4 | 0.0 | 987 | 1.5 | 1.7 | 6.0 | 15 | 6 | i | 0.7 | i | 20 | 8 | 705
O=C(Nc1cccc(S(=O)(=O)N2CCCC2)c1)c1ccc2c(=O)n3c(nc2c1)CCCCC3 | -0.3% | -0.2 | 899 | i | -5 | -1.0 | 938 | 1.1 | 2.9 | 7.8 | 8 | -1 | i | 0.4 | i | 59 | -35 | 646
Nc1[nH]nc2nc3ccccc3cc12 | -0.3% | 0.33 | 1163 | i | 4 | 2.2 | 977 | 7.5 | 2.1 | 5.5 | -7 | -7 | i | 0.2 | i | 58 | 12 | 727
O=C(NCc1ccccc1Cl)C1CCCN1C(=O)Nc1ccccc1 (stereo unspecified) | -0.4% | / | / | / | / | / | / | / | / | / | / | / | i | 0.4 | i | 50 | -3 | 824
C#CCSc1nnc(-c2ccc([N+](=O)[O-])cc2)o1 | -0.5% | 0.37 | 1588 | i | -7 | -6.0 | 1061 | 8.8 | 1.0 | 6.2 | -4 | 12 | i | 0.4 | i | 44 | 21 | 675
CC(=O)c1cccc(NS(=O)(=O)N2CCOCC2)c1 | 1.3% | / | / | / | / | / | / | / | / | / | / | / | i | 1.1 | i | 66 | -6 | 662
CCNc1nc(NCC)nc(-n2nc(C)cc2C)n1 | -0.7% | -0.63 | 1318 | i | 5 | -0.9 | 1136 | 4.6 | 2.6 | 8.1 | 6 | 5 | i | 0.9 | i | 8 | / | /
O=C1C(Cc2ccc(O)cc2)NC(=S)N1c1ccccc1 (stereo unspecified) | 1.2% | -0.15 | 1630 | i | 5 | 0.5 | 1352 | 1.0 | 0.9 | 12 | -24 | -4 | i | 2.2 | i | 57 | / | /
COc1ccc(-c2cc(-c3n[nH]c(=S)n3-c3ccccc3Cl)[nH]n2)cc1 | 0.3% | -0.74 | 1551 | i | -24 | -2.7 | 1060 | 2.3 | 1.4 | 0.4 | 9 | 1 | i | 0.8 | i | 50 | 12 | 662
COc1cc(NS(=O)(=O)c2ccc(NC(=S)Nc3ccccc3)cc2)nc(OC)n1 | 0.0% | / | / | / | / | / | / | / | / | / | / | / | i | 0.8 | i | 26 | -7 | 679
CCCS(=O)(=O)N1CCN(C(=O)c2cc(OC)cc(OC)c2)CC1 | -0.4% | 0.67 | 2034 | i | 8 | -4.9 | 1095 | 4.1 | 4.5 | 7.3 | -16 | -4 | i | 1.9 | i | 12 | 4 | 634
CC1(C)Cc2ccccc2/C(=C/C(=O)c2ccccc2)N1 | 0.3% | / | / | / | / | / | / | / | / | / | / | / | i | 0.2 | i | 51 | -8 | 840
CCN1CCN(c2ccc(S(=O)(=O)N3CCCCC3)cc2NC(=O)c2ccc(F)cc2)CC1 | 0.8% | -0.22 | 1229 | i | -4 | -1.9 | 548 | 1.7 | 2.8 | 6.0 | -17 | -12 | i | 0.4 | i | 34 | 8 | 618
CC(OC(=O)c1ccc2ncsc2c1)C(=O)N1CCCC1 (stereo unspecified) | 0.6% | -0.14 | 1207 | i | -3 | -0.8 | 1106 | 5.5 | 1.0 | 7.2 | -5 | 3 | / | / | i | 62 | -6 | 724
COc1ccc(N2C(=NC(=O)C(C)Oc3ccccc3)SC3CS(=O)(=O)CC32)cc1 (stereo unspecified) | -0.6% | / | / | / | / | / | / | / | / | / | / | / | i | 2.2 | i | 9 | -6 | 684
CN(CC(=O)N1CCN(c2cccc(Cl)c2)CC1)S(=O)(=O)c1cccs1 | -0.5% | -0.46 | 889 | i | -2 | 2.4 | 1187 | 1.3 | 1.7 | 15 | 33 | 27 | i | 1.4 | i | 10 | -25 | 754
CC(C)(C)c1ccc(OCC(=O)N(c2ccccn2)C2CCCCC2)cc1 | 0.0% | / | / | i | 15 | -0.2 | 936 | 5.6 | 2.1 | 10 | 37 | -19 | i | 0.3 | i | 22 | -11 | 469
COc1ccc(/C=N/Nc2nonc2N)c(OC)c1 | 0.0% | 0.77 | 1655 | i | 2 | 3.4 | 700 | 2.6 | 2.7 | 3.8 | -11 | -9 | i | 0.5 | i | 18 | 0 | 657
O=C(O)c1cc(N/N=C/c2ccc(N3CCOCC3)cc2)ccc1Cl | 0.4% | 0.15 | 1003 | / | / | -1.6 | 1384 | / | / | / | / | / | i | 1.1 | i | 27 | 33 | 694
Cc1ccc(S(=O)(=O)NCc2c(-c3ccccc3)noc2C)cc1 | -0.4% | / | / | / | / | -0.9 | 1038 | / | / | / | / | / | i | 0.6 | i | 14 | 13 | 736
Cc1cc(C)n(CC(=O)Nc2ccc([N+](=O)[O-])cc2)n1 | 0.1% | -0.29 | 1409 | i | 8 | 0.3 | 1025 | 1.6 | 1.0 | 3.2 | -8 | -8 | i | 0.2 | i | 6 | 3 | 679
O=C(Nc1ccc(N2CCCC2)cc1)c1cc([N+](=O)[O-])ccc1N1CCOCC1 | -0.4% | / | / | / | / | / | / | / | / | / | / | / | i | 0.9 | i | 65 | 2 | 880
COc1ccc(CC(=O)Nc2ccc(N3CCOCC3)cc2)cc1S(=O)(=O)N1CCOCC1 | -0.2% | 0.33 | 641 | / | / | -1.4 | 1427 | / | / | / | / | / | i | 0.2 | i | 20 | 0 | 652
COc1cc2nc(Cl)nc(N3CCOCC3)c2cc1OC | -0.5% | / | / | i | 3 | 3.8 | 499 | 1.0 | 1.6 | 5.9 | 2 | 13 | i | 0.2 | i | 17 | -1 | 697
CC1=C(C#N)c2nc(N)c(C#N)c(C)c2/C1=C\c1ccc(OCC(=O)O)c(Cl)c1 | -0.4% | 0.77 | 1348 | / | / | 1.8 | 1334 | / | / | / | / | / | i | 0.7 | i | 13 | / | /
CONc1nc(NC(C)(C)C)nc(OCC#N)n1 | -0.5% | 0.64 | 1419 | i | -12 | 0.2 | 955 | 3.7 | 2.6 | 5.6 | -6 | 19 | ? | / | i | 55 | 10 | 777
COC(=O)c1ccc(N(CC(=O)NC2CCCC2)C(=O)CNC(=O)c2cccs2)cc1 | 0.4% | / | / | / | / | / | / | / | / | / | / | / | i | 0.0 | i | 35 | 8 | 708
Cc1ccc(S(=O)(=O)N2CCN(C(=O)c3ccccc3Cc3ccccc3)CC2)c(C)c1 | -0.8% | / | / | / | / | / | / | / | / | / | / | / | i | 1.1 | i | 15 | -2 | 849
FC(F)(F)c1cnc(C(c2ccccc2)c2ncn[nH]2)c(Cl)c1 (stereo unspecified) | 0.1% | / | / | i | -33 | 0.8 | 1472 | 2.2 | 0.8 | 5.4 | -1 | 0 | i | 0.5 | i | 44 | 8 | 621
N=c1c2c(n(Cc3cccc(Cl)c3)c3c1CCC3)CCCC2 | 1.4% | ? | / | i | 15 | -1.0 | 1171 | 1.6 | 1.6 | 4.2 | 62* | 57* | / | / | i | 22 | -87 | 628
Cc1ccc(OC(C)C(=O)Nc2ccc3c(c2)n(C)c(=O)n3C)cc1C (stereo unspecified) | -0.6% | / | / | / | / | / | / | / | / | / | / | / | i | 0.7 | i | 19 | -2 | 764
CSc1ccc(-c2nc(CSCC(=O)NCCCN3CCCC3=O)c(C)o2)cc1 | -0.5% | / | / | / | / | / | / | / | / | / | / | / | i | 0.0 | i | 7 | -3 | 765

Screens (PubChem)
